# Assay outcomes (PubChem BioAssay)
# LDHA inh – blocks human lactate dehydrogenase A | P00338 | purified LDHA, NADH/diaphorase-resazurin fluorescence; hits give low values | activity change, % (values are at about 110 or 230 µM) | actives 0.15% (n = 480,000); in the data active = activity change below about -30%; inconclusive = mostly about -25% to -30%;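 note: plate controls were DMSO wells for no effect and wells without enzyme for full effect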
#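 Resorufin fluorescence (ex540/em590), read at 0 and 20 min after diaphorase/resazurin addition, reports the NADH left after a 5 min room-temperature reaction of 2 nM human LDH5 with 0.06 mM NADH and 0.2 mM pyruvate.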
# * marks the source's active call; other numbers are inactive results; u = inconclusive; & = joins results of further samples. Only part of the results is shown (hit frequency here may not be typical).
SMILES,LDHA inh
CSc1nc(C)c(CCC(=O)Nc2nc(-c3ccc4c(c3)CCO4)cs2)c(C)n1,-24
Cc1ccc2nc3sc(C(=O)NCc4ccco4)cc3cc2c1,1&15
COc1ccc(S(=O)(=O)Nc2nc3ccccc3nc2Nc2cccc(C)c2)cc1,-1
CC(C)C(=O)/C(C#N)=C\c1ccc(OCc2cccc(F)c2)cc1,u
CSc1nc2n(n1)C(c1cccc(Cl)c1)C1=C(CCCC1=O)N2 (configuration not stated),1
COc1ccc(CCNc2nc(-c3cc(OC)c(OC)c(OC)c3)cs2)cc1OC,16
COc1ccccc1NC(=O)CC1SCCNC1=O (configuration not stated),1
O=C(NC1CCCCC1)c1cc(Sc2ccccc2Cl)nc2ccccc12,14
COc1ccccc1-c1c(C(F)(F)F)oc2cc(OC(C)C(=O)OC(C)C)ccc2c1=O (configuration not stated),21
O=C(CCc1ncc(-c2ccccc2)o1)NCCc1ccc(F)cc1,2
N#CC1=C(SCc2ccc(Cl)cc2)NC(=O)C(C#N)C12CCCC2 (configuration not stated),2
Fc1ccc(-c2nc3cc(Cl)ccc3o2)cc1,1
O=C(NC(Nc1ccc(Cl)cc1)C(=O)c1ccccc1)c1ccccc1 (configuration not stated),0
CCC(Oc1ccccc1F)C(=O)Nc1ccc(OC)c2ncccc12 (configuration not stated),13
O=C(Nc1cccc(-c2nc3cc(Cl)ccc3o2)c1)c1ccccc1F,8
CCN(CC)S(=O)(=O)c1cccc(NC(=O)c2nn(Cc3ccccc3)c(=O)c3ccccc23)c1,-11
Cc1ccc(Nc2cc(C)nc3c(C)c(C)ccc23)c(C)c1,6
c1ccc(Cn2ncc3c2CCCC3NCc2cscn2)cc1 (configuration not stated),7
O=C(CSc1ccc(F)cc1)OCc1nc2ccsc2c(=O)[nH]1,-1
CC(C)N(C(=O)CSc1ccc(F)cc1)c1ccccc1,6
COc1ccc(-c2nc3ccccc3c(=O)n2Cc2ccccc2)cc1OCc1ccc(NC(C)=O)cc1,13
O=c1[nH]nc(SCc2ncc(-c3ccccc3)o2)n1C1CC1,2
COc1cc2c(cc1OC)-c1c(c(C(=O)N3CCCC3)nn1-c1ccccc1F)C2,4
CCCCc1cnc2c(c1SCC(=O)Nc1ccccc1C(=O)OCC)c(=O)n(C)c(=O)n2C,-16
NC(=O)c1cc(Cl)ccc1OCC(=O)N1CCCCCC1,2
Cc1cc(N2CCCC2)nc(Nc2ccc(NC(=O)c3c(F)cccc3F)cc2)n1,6
Cc1ccc(C2C(C#N)=C(N)Oc3c2ccc2ccccc32)cc1 (configuration not stated),43
CCN1C(=O)C(Cc2nc3ccccc3c(=O)n2CC)c2cc(Br)ccc21 (configuration not stated),18
Fc1ccccc1-c1nnc(SCc2c(F)c(F)c(F)c(F)c2F)n1C1CC1,0
CCCCC(=O)N1CCCC2CCCCC21 (configuration not stated),6
CCNC(=S)N/N=C1\CCCCC1C (configuration not stated),2
O=C(Cc1n[nH]c(=O)c2ccccc12)NCCCc1ccccc1,-14
CCCN(CC1COc2ccccc2O1)C(=O)CSc1nnnn1C1CCCC1 (configuration not stated),-4
CN(C)C(=O)c1ccc2oc(CN3CCN(C(=O)Nc4ccc(F)cc4F)CC3)nc2c1,1
COc1ccc(Cl)cc1-c1nc(SC(C)C(=O)NC2CCCCC2)n[nH]1 (configuration not stated),-8
CCCN(CC(=O)Nc1ccccc1C)S(=O)(=O)c1cccc2cc(C)cnc12,0
CC1(C)CC(Nc2nc(-c3ccncc3)nc3ccccc23)CC(C)(C)N1,-2
Cc1n[nH]c(C)c1C(=O)CC1(O)C(=O)N(C)c2ccccc21 (configuration not stated),-3
COc1ccc(NC(=O)c2ccc3c(c2)OCCCO3)cn1,8
Cc1ccsc1-c1nc(-c2ccc3c(c2)CCO3)cs1,-2
CCC(CO)NS(=O)(=O)c1ccc(Cl)c(Cl)c1Cl (configuration not stated),0
COc1ccc(OC(=O)C2OC3OC(C)(C)OC3C3OC(C)(C)OC23)cc1 (configuration not stated),2
N#CCCn1c(SCC(=O)Nc2ccc3c(c2)CCC3)nc2ccccc21,u
CCOC(=O)C(CCCCCC(NC(C)=O)(C(=O)OCC)C(=O)OCC)(NC(C)=O)C(=O)OCC,-1
CC1CCN(C(=O)c2ccc(CN(c3ccccc3)S(C)(=O)=O)cc2)CC1,0
Cc1cccc(C(C)C)c1NC(=O)c1ccc2ccccc2n1,3
C=CCC1(CC=C)CNCCN1,15
CCCOc1ccc(/C(O)=C2\C(=O)C(=O)NC2c2ccc(Cl)cc2)cc1 (configuration not stated),9
CCOC(=O)c1cnc2ccccc2c1Nc1cccc([N+](=O)[O-])c1,-13
CC(C)c1ccc(/C=C(\C#N)C(=O)NC2CCCCCC2)cc1,5
N#C/C(=C\c1cn(Cc2ccc(F)cc2)c2ccccc12)C(N)=O,-5
O=C(Nc1ccccc1-n1cncn1)C1CC(=O)N(c2ccccc2F)C1 (configuration not stated),8
COc1ccccc1NC(C)(C)c1nnnn1-c1ccc(OC)c(OC)c1,3
CC(C)CCC(C)NC(=O)c1nccnc1N (configuration not stated),-5
O=Cc1ccc(OCc2ccccc2)c(Cl)c1,8
CCOC(=O)c1ccc(NC(=O)c2cc[n+]([O-])cc2)cc1,1
CCN(Cc1cccs1)C(=O)NCc1cccc(F)c1,-4
Cc1[nH]c2ccccc2c1C(=O)N1CCN(S(=O)(=O)c2cc(F)ccc2F)CC1,-5
O=C(CCc1ncc(-c2ccccc2)o1)Nc1ccc2ccccc2n1,-5
CC(C)c1nnc(NC(=O)C2CC(c3cccc(F)c3)=NO2)s1 (configuration not stated),-7

# (cont.)
SMILES,LDHA inh
CCOC(=O)CC(NC(=O)c1cc2cc(Br)ccc2oc1=O)c1ccc(OC)cc1 (configuration not stated),-6
COC(=O)c1ccc(Oc2coc3cc(OCc4ccc(Br)cc4)ccc3c2=O)cc1,0
CCc1cccc(C)c1-n1nnnc1C(C)(CC)Nc1ccc2c(c1)OCCO2 (configuration not stated),4
N#Cc1ccc(NCCc2cccc3cccnc23)nc1,-19
Cc1ccc(NC(=O)C(=O)c2c[nH]c3ccccc23)c(C)c1,7
CCN(CC)C(=S)SCc1nc2ccccc2s1,2
O=S(Cc1ccc(F)cc1)Cc1ccc(Cl)cc1 (configuration not stated),-5
O=C(NCCc1ccccc1)c1cc(-c2ccccn2)nc2ccccc12,-12
CCOC(=O)C(C)Oc1ccc2c(=O)c(-c3ccc(OC)c(OC)c3)c(C(F)(F)F)oc2c1 (configuration not stated),-14
Cn1nc(CC(=O)Nc2ccc(O)cc2)c2ccccc2c1=O,8
COc1nn(C)c2nc(C)c(CCC(=O)NC(C)C3CC3)c(C)c12 (configuration not stated),-3
COc1ccc(-c2nnc(SCC(=O)NCc3ccco3)n2C2CCCCC2)cc1OC,-19
O=S(=O)(CCCSc1nc2ccccc2s1)c1ccccc1,2
COC(=O)CCC(NC(=O)C12CC3CC(CC(C3)C1)C2)C(=O)OC (configuration not stated),-4
NC(=O)NC(=O)COC(=O)c1ccc2c(c1)OCCO2,0
CC(OC(=O)c1cc(-c2ccco2)nc2ccccc12)C(=O)NC(=O)NC(C)(C)C (configuration not stated),-1
COCCn1c(SCC(=O)O)nc2c1c(=O)[nH]c(=O)n2C,-1
O=C(O)CCCC(=O)N1N=C(c2ccsc2)CC1c1ccc(F)cc1 (configuration not stated),9
CN1CCN(C(=O)CCNc2nc(Cl)nc3nc[nH]c23)CC1,5
COc1cc(/C=C2\Oc3cc(OC(=O)C(C)(C)C)ccc3C2=O)cc(OC)c1OC,3
O=C1CCCC2=C1C(c1cccs1)CC(=O)N2c1ccc(C(F)(F)F)cc1 (configuration not stated),-8
N#C/C(=C/C=C/c1ccccc1)C(=O)Nc1ccccc1Oc1ccccc1,7
Nc1nccnc1C(=O)NCCc1ccccc1F,-10
COCCCNC(=O)c1cc(-c2cc(C)ccc2C)nc2ccccc12,-8
Cc1ccc(NC(=O)C2=COCCO2)cc1Cl,12
Cc1ccc2c(C)c(C(=O)Nc3nonc3-c3cccs3)oc2c1,-4
Cc1ccc(C)c(OCc2ccc(-c3nc(C#N)c(N4CCC(C(N)=O)CC4)o3)o2)c1,-2
CN(c1ccccc1)c1ccc(C(=N)N)cc1,3
CCc1noc(C)c1C(=O)Nc1sc2c(c1C#N)CCC(CC)C2 (configuration not stated),4
Cc1ccc(-c2cnc(CCC(=O)NC3=NCCS3)o2)cc1C,4
Cc1onc(-c2c(F)cccc2Cl)c1C(=O)Nc1sc(C)c(-c2ccccc2)c1C(N)=O,7
O=C(CN1CCN(c2ccccc2)CC1)NCC(F)(F)F,-25
CCSc1nc2cn(CC)nc2c(=O)n1Cc1ccc(C)cc1,-2
O=C(Nc1cc(=O)[nH]c2nc(C(F)(F)F)nn12)c1ccccc1Cl,12
CC(NC(=O)C1CCCCC1)c1cccc(Br)c1 (configuration not stated),10
CCCNC(=O)Nc1ccc(-c2noc(-c3ccco3)n2)cc1,-10
Clc1ccc(-c2nnc(SCc3nc4ccccc4o3)o2)cc1,-6
CC(C)CCNC(=O)c1ccc(CSCc2ccccc2Cl)o1,3
Cc1ccc(C(=O)NCCCNC(=O)c2nc3ccccc3c(=O)[nH]2)cn1,0
CCCn1nc(C)cc1-c1nn2c(-c3cc(F)ccc3F)nnc2s1,-7
Cc1cccc(Cn2c(SCc3ccccc3)nc3c2c(=O)n(C)c(=O)n3C)c1,3
CN1CCCCC1CC(=O)O (configuration not stated),-1
Cc1ccc(S(=O)(=O)N2CCN(CCNC(=O)c3cccc(C(F)(F)F)c3)CC2)cc1,-5
C(=C\c1ccccc1)/CN(C/C=C/c1ccccc1)CC1CCCO1 (configuration not stated),-3
Cc1ccc(C(=O)C(Cl)c2ccc(C)cc2)cc1 (configuration not stated),-4
COc1cc(C)cc2oc(=O)c(CC(=O)Nc3ccc4c(c3)OCO4)c(C)c12,-14
CCOc1ccc(-c2nc(C#N)c(N3CCC(C)CC3)o2)cc1,-4
Nc1nccnc1C(=O)NCc1ccccn1,-10
O=C(/C=C/c1cccc([N+](=O)[O-])c1)c1ccc(OC(F)F)cc1OC(F)F,14
O=C(Nc1cccc(-c2nc3ccccc3o2)c1)c1ccccc1Br,-11
Cc1cccc(Nc2nc(-c3ccc4c(c3)CCN4S(C)(=O)=O)cs2)c1,0
CC(C)c1ccc(-c2csc(NC(=O)Cn3cnc4c3c(=O)n(C)c(=O)n4C)n2)cc1,5
O=C(NC1CCCCC1)c1nc(Cl)ccc1Cl,0
COc1ccc2[nH]cc(C(C(=O)O)N3CCC(C)CC3)c2c1 (configuration not stated),4
O=C(O)CCCC1OC(CCCC(=O)O)OC(CCCC(=O)O)O1 (configuration not stated),7
O=C(O)c1ccccc1S(=O)(=O)Cc1ccc(Cl)cc1,-1
COC(=O)c1cc(-c2ccc(OC(C)C)cc2)nc2ccccc12,1
N#Cc1cccnc1NCCNC(=O)c1cnc2ccccc2n1,9
Cc1nc(C(=O)Nc2nc(CC(=O)O)cs2)nn1-c1ccc(Cl)cc1,-24
CCCCCCCCCCS(=O)(=O)N/N=C/c1c[nH]c2ccccc12,0

# Ordered by value in LDHA inh (descending): 4 of the compounds above
SMILES,LDHA inh
COc1ccc(CCNc2nc(-c3cc(OC)c(OC)c(OC)c3)cs2)cc1OC,16
CCc1noc(C)c1C(=O)Nc1sc2c(c1C#N)CCC(CC)C2 (configuration not stated),4
COc1ccc(S(=O)(=O)Nc2nc3ccccc3nc2Nc2cccc(C)c2)cc1,-1
COC(=O)CCC(NC(=O)C12CC3CC(CC(C3)C1)C2)C(=O)OC (configuration not stated),-4

# Continuation.
SMILES,LDHA inh
CCC1CN(CC(=O)Nc2cc(OC)c(OC)c(OC)c2)c2ccccc2S1 (configuration not stated),47
CCN(CC)S(=O)(=O)c1ccc(NS(=O)(=O)c2ccc3ccccc3c2)cc1,0
CCCN(CCC)S(=O)(=O)NCc1ccnc(N2CCN(c3ccc(F)cc3)CC2)c1,2
COc1ccc(N2C(=O)CCC2(C#N)c2ccccc2)cc1 (configuration not stated),-18
CC(C)C(=O)N1CCN(C(=O)CCc2c[nH]c3ccccc23)CC1,u
Cc1ccc(C)c(N2CCN(S(=O)(=O)c3ccc(-c4cnc(C)o4)cc3)CC2)c1,0
CNc1c(NC(=O)Cc2cccs2)c(=O)oc2ccccc12,-8
CC(C)Cc1ccc(C(C)NC(=O)C2CCC2)cc1 (configuration not stated),4

# Grouped by structure, the compounds so far containing an aryl thioether with sulfur outside any ring (17)
SMILES,LDHA inh
CSc1nc(C)c(CCC(=O)Nc2nc(-c3ccc4c(c3)CCO4)cs2)c(C)n1,-24
CSc1nc2n(n1)C(c1cccc(Cl)c1)C1=C(CCCC1=O)N2 (configuration not stated),1
O=C(NC1CCCCC1)c1cc(Sc2ccccc2Cl)nc2ccccc12,14
O=C(CSc1ccc(F)cc1)OCc1nc2ccsc2c(=O)[nH]1,-1
CC(C)N(C(=O)CSc1ccc(F)cc1)c1ccccc1,6
O=c1[nH]nc(SCc2ncc(-c3ccccc3)o2)n1C1CC1,2
CCCCc1cnc2c(c1SCC(=O)Nc1ccccc1C(=O)OCC)c(=O)n(C)c(=O)n2C,-16
Fc1ccccc1-c1nnc(SCc2c(F)c(F)c(F)c(F)c2F)n1C1CC1,0
CCCN(CC1COc2ccccc2O1)C(=O)CSc1nnnn1C1CCCC1 (configuration not stated),-4
COc1ccc(Cl)cc1-c1nc(SC(C)C(=O)NC2CCCCC2)n[nH]1 (configuration not stated),-8
N#CCCn1c(SCC(=O)Nc2ccc3c(c2)CCC3)nc2ccccc21,u
COc1ccc(-c2nnc(SCC(=O)NCc3ccco3)n2C2CCCCC2)cc1OC,-19
O=S(=O)(CCCSc1nc2ccccc2s1)c1ccccc1,2
COCCn1c(SCC(=O)O)nc2c1c(=O)[nH]c(=O)n2C,-1
CCSc1nc2cn(CC)nc2c(=O)n1Cc1ccc(C)cc1,-2
Clc1ccc(-c2nnc(SCc3nc4ccccc4o3)o2)cc1,-6
Cc1cccc(Cn2c(SCc3ccccc3)nc3c2c(=O)n(C)c(=O)n3C)c1,3
